NR3A LBD binder: binders of NR3A ligand-binding domain, primary screen, biophysical, differential scanning fluorimetry, uHTS; Glutamate receptor ionotropic, NMDA 3A (GRIN3A) ligand-binding domain; NR3A LBD differential scanning fluorimetry, Tm shift; 0% = protein alone, 100% = glycine-bound protein; Tm shift relative to glycine control, % at 25 µM; hit rate 2.5% among 340,000; AID 1259313, 2017;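 active means melting temperature shift of at least 10% of the positive control shift, at one fixed dose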
ATG4B inh: ATG4B protease inhibitors, primary screen, biochemical, fluorescence, uHTS | ATG4B cleavage of LC3-PLA2, NBD-HPC fluorescence, 1 h | inhibition, % at 8.33 µM | Cysteine protease ATG4B (Homo sapiens), Q9Y4P1 | AID 504462, 2011 | hit rate 0.51% among 340,000; in the data active means inhibition above about 40%
Target sequence (Q9Y4P1 whole entry, looked up): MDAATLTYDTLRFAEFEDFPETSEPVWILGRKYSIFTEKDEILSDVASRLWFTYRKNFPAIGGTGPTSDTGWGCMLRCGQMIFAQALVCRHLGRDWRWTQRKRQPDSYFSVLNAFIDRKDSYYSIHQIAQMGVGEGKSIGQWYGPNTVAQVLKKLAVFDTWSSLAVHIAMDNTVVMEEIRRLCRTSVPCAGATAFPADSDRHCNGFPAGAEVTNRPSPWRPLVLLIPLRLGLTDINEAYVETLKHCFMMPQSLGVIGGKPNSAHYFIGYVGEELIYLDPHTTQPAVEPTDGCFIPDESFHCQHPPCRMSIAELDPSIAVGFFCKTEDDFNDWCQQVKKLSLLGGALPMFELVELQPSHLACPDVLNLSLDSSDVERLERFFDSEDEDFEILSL
SENP6 inh: SENP6 protease inhibitors, primary screen, biochemical, luminescence, uHTS. AID 2599, 2010. inhibition, % at 10 µM. Recombinant SENP6 catalytic domain, aminoluciferin luminescence. hit rate 1.8% among 330,000. Sentrin-specific protease 6 (Homo sapiens), Q9GZR1;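 active means inhibition above about 50% at the single tested dose, limit read from the data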;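 further: plate controls were DMSO wells with enzyme for no effect and DMSO wells lacking enzyme for full effect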
SENP8 block: human SENP8 protease inhibitors, primary screen, biochemical, fluorescence, Nedd8 protein substrate, uHTS. Sentrin-specific protease 8 (Homo sapiens), Q96LD8. recombinant SENP8. inhibition, % at 20 µM. hit rate 0.64% among 360,000; in the data active means inhibition mostly above about 40%, no sharp cut-off; inactive means mostly below about 27%
Target sequence (Q96LD8 whole entry, looked up): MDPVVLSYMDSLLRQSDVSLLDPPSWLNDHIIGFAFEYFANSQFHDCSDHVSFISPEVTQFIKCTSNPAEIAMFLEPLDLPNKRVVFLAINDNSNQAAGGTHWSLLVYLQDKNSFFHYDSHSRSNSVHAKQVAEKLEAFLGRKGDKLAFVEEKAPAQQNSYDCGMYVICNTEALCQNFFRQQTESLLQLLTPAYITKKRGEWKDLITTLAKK
MPTP inh: mitochondrial permeability transition pore inhibitors, primary screen, biochemical, isolated mouse mitochondria, absorbance; Ca2+ swelling absorbance, 30 min; inhibition, % at 10 µM; hit rate 1.4% among 360,000; AID 602449, 2012;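 active means inhibition of 50% or more, scaled per plate between neutral and stimulator controls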;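 further: 0% = DMSO wells given calcium and 100% = 1 mM EGTA wells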
hIAP activ: human IAP activators, primary screen, biochemical, luminescence, uHTS | activation factor at 10 µM | purified human IAP, CDP-Star luminescence, 30 min; hits give high values; 1 = vehicle-only enzyme, 0 = enzyme-free background | hit rate 0.16% among 330,000;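 active means activation factor of the enzyme at least 2-fold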; further: the source names both 10 and 20 µM as test concentration; values of inactives mirror those of a sister screen read the other way
SENP1 FRET inh: human SENP1 catalytic domain inhibitors, primary screen, biochemical, FRET, uHTS. recombinant SENP1 catalytic domain, CyPet-SUMO1-YPet FRET cleavage. AID 624204, 2012. inhibition, % at 10 µM. hit rate 0.21% among 360,000. Sentrin-specific protease 1 (Homo sapiens), Q9P0U3;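 active means inhibition at least 30% at 10 µM, raw YFP signal under a set limit, fluorescence ratio 0.5 to 1.5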;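 further: 0% = enzyme with DMSO and 100% = no enzyme wells; some results filed as inactive read as strong as hits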
Target sequence (Q9P0U3 419-644 limits assumed): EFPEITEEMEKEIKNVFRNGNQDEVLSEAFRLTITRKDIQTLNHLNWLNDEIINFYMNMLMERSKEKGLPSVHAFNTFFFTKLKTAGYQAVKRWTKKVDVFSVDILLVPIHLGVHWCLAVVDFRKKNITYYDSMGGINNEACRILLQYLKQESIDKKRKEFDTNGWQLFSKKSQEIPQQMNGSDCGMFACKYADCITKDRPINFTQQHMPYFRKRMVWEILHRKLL
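Assay system – human recombinant His6-tagged SENP1 catalytic domain enzyme · Input – SENP1 enzyme, 20 pM final · Buffer or medium – Tris pH 8 buffer plus EDTA, NaCl, BME, BSA, NP40, catalase · Schedule – 50 min reaction at room temperature · Technique – FRET read of cyan and yellow fluorescence · Control set – no-enzyme wells low, DMSO-plus-enzyme wells high control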
PfGluPho inh: PfG6PD enzyme inhibitors, primary screen, biochemical, fluorescence intensity, uHTS. glucose-6-phosphate dehydrogenase-6-phosphogluconolactonase (Plasmodium falciparum 3D7). inhibition, % at 20 µM. AID 504690, 2011. hit rate 0.78% among 350,000. PfGluPho enzyme, NADPH resazurin-diaphorase fluorescence;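 active means inhibition reaching at least a set limit at 20 µM in the primary screen, cut at about 59% in these data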;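 further: 0% = DMSO wells with substrate and 100% = DMSO wells lacking glucose-6-phosphate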
* = called active by the depositor; · = no result given.

item	Structure	NR3A LBD binder	ATG4B inh	SENP6 inh	SENP8 block
1	CCCCCn1c(CCC(=O)Oc2ccccc2OC)nc2c1c(=O)[nH]c(=O)n2CCCC	-1	14	-5	9
2	CCc1nnc(NC(=O)C2=CCN(S(=O)(=O)c3ccccc3)CC2)s1	0	-6	-16	22
3	CCc1ccc2[nH]c(=O)c(CN(Cc3ccc4c(c3)OCO4)C(=O)c3ccco3)cc2c1	-1	-7	2	·
4	CC1CCCC(C)N1C(=O)COC(=O)c1ccc[nH]c1=O (configuration not stated)	-1	-5	-10	19
5	O=C(Nc1ccc(Cl)cc1)NN1CCCCCC1	1	-8	·	8
6	O=C(C1COc2ccccc2O1)N1CCN(S(=O)(=O)c2ccccc2)CC1 (configuration not stated)	0	-3	6	-3
7	Cc1cccc(C(=O)N(Cc2nc3ccccc3c(=O)[nH]2)C2CCCCC2)c1	3	-4	-2	-5
8	Cc1cccc(NC(=S)NC(=O)/C=C/c2ccco2)n1	-1	7	-10	12
9	CCC1(CC)NC(=O)N(CC(=O)N2CCN(c3ccccc3F)CC2)C1=O	-13	0	-15	3
10	CC(C)NC(=O)CSc1nncn1-c1ccccc1	0	-13	-2	7

item	MPTP inh	hIAP activ	SENP1 FRET inh	PfGluPho inh
1	1.3	0.91	0	-7
2	1.8	0.94	-1	-33
3	·	0.82	·	20
4	-4.6	1.1	6	-6
5	1.1	·	3	9
6	0.3	1	2	-6
7	-0.3	1	-4	-7
8	2.0	1	1	5
9	-1.5	0.96	0	-7
10	0.3	0.96	4	-6

Remaining list, next part.
item	Structure	NR3A LBD binder	ATG4B inh	SENP6 inh	SENP8 block
11	COCCNC(=O)Cc1ccc(Br)cc1	-2	-5	-3	33
12	COc1cc(OCc2ccccc2)c(OC)c(OCc2ccccc2)c1	2	12	·	1
13	Cc1nn(-c2ccccc2)c(C)c1NC(=O)c1ccc(S(=O)(=O)N2CCCC2)cc1	0	-14	-4	12
14	O=C(NCCN1CCCc2ccccc21)C1CCC(=O)N(CCc2ccccc2)C1 (configuration not stated)	3	-12	-2	-21
15	CC1(C)CC(C(N)=S)CCO1 (configuration not stated)	1	-6	-6	0
16	CC(C)C[C@H](NC(=O)[C@H](Cc1ccccc1)n1c(=O)[nH]c2ccccc2c1=O)C(=O)N1CCC[C@H]1C(=O)O	-1	1	-10	31
17	Cc1ccc(CNC(=O)c2ccc(N3CCC4(CC3)CC(c3ccccc3)=NO4)c(N)c2)cc1	-11	-7	-9	-446
18	Cc1c(OC(C)C(=O)NCC2CCC(C(=O)O)CC2)ccc2c1oc(=O)c1ccccc12 (configuration not stated)	1	-23	4	-178
19	CCOC(=O)Cn1c(=O)oc2cc(S(=O)(=O)Nc3ccc(N(CC)CC)cc3C)ccc21	-2	-2	-4	11
20	CCOc1ccccc1C1C(C#N)=C(N)Oc2cc(C)n(Cc3ccccn3)c(=O)c21 (configuration not stated)	-2	6	5	-58

item	MPTP inh	hIAP activ	SENP1 FRET inh	PfGluPho inh
11	-0.4	1.1	0	-14
12	-0.7	·	0	29
13	0.1	0.95	3	-2
14	-0.2	1.3	-27	13
15	0.8	1.1	-1	-3
16	-2.6	0.86	2	-7
17	1.3	0.88	0	-4
18	-0.2	0.91	2	-7
19	-1.2	1	5	32
20	1.6	0.94	-17	-12

Additional structures:
item	Structure	NR3A LBD binder	ATG4B inh	SENP6 inh	SENP8 block
21	COc1cc(OC)cc(-c2nnc(SCC(=O)N3CCCC3)o2)c1	-3	-4	-9	36
22	CCC(C)(C)C(=O)Nc1cc([N+](=O)[O-])ccc1F	0	2	-19	11
23	COc1cc(Nc2ccccc2Cl)c([N+](=O)[O-])nc1[N+](=O)[O-]	11*	-1	20	14
24	Cc1c(NC(=O)COC(=O)/C=C/c2cccc(Br)c2)c(=O)n(-c2ccccc2)n1C	-1	-13	-19	7
25	Cn1c(CO)cnc1S(=O)(=O)Cc1ccc([N+](=O)[O-])cc1	1	-10	-26	3
26	C/C(=N\NC(N)=O)C1CC(Cc2ccccc2)C(=O)O1 (configuration not stated)	-1	-10	10	5
27	Cc1ccc(CS(=O)(=O)c2ccc(C(=O)N3CCCCC3)cc2[N+](=O)[O-])cc1	-3	-4	15	22
28	CC(C)N1C(=O)C(=O)N(CC(=O)N(C)c2ccccc2)C1=O	4	-6	-4	2
29	COc1cc(C2C3=C(COC3=O)Oc3cc4c(cc32)OCO4)cc(OC)c1O (configuration not stated)	1	0	·	7
30	c1cncc(CSc2ccc(-c3ccc4c(c3)OCO4)nn2)c1	1	-1	-25	-1

item	MPTP inh	hIAP activ	SENP1 FRET inh	PfGluPho inh
21	0.2	1.1	3	2
22	1.0	1.1	0	1
23	1.0	0.81	4	4
24	-0.3	1.1	1	-9
25	-5.4	0.95	1	15
26	0.4	0.84	2	-5
27	8.5	1.1	-1	-7
28	1.3	1	0	11
29	0.4	·	3	16
30	-2.5	1	2	12

6 compounds out of the list, sorted by molecular weight, descending.
item	Structure	NR3A LBD binder	ATG4B inh	SENP6 inh	SENP8 block
24	Cc1c(NC(=O)COC(=O)/C=C/c2cccc(Br)c2)c(=O)n(-c2ccccc2)n1C	-1	-13	-19	7
23	COc1cc(Nc2ccccc2Cl)c([N+](=O)[O-])nc1[N+](=O)[O-]	11*	-1	20	14
25	Cn1c(CO)cnc1S(=O)(=O)Cc1ccc([N+](=O)[O-])cc1	1	-10	-26	3
28	CC(C)N1C(=O)C(=O)N(CC(=O)N(C)c2ccccc2)C1=O	4	-6	-4	2
26	C/C(=N\NC(N)=O)C1CC(Cc2ccccc2)C(=O)O1 (configuration not stated)	-1	-10	10	5
22	CCC(C)(C)C(=O)Nc1cc([N+](=O)[O-])ccc1F	0	2	-19	11

item	MPTP inh	hIAP activ	SENP1 FRET inh	PfGluPho inh
24	-0.3	1.1	1	-9
23	1.0	0.81	4	4
25	-5.4	0.95	1	15
28	1.3	1	0	11
26	0.4	0.84	2	-5
22	1.0	1.1	0	1

Additional entries follow:
item	Structure	NR3A LBD binder	ATG4B inh	SENP6 inh	SENP8 block
31	CCCNC(=O)Nc1cc(OC)c(OC)cc1Cc1nccc2cc(OC)c(OC)cc12	0	-3	1	17
32	C=CC(C)n1c(Br)nc2c1c(=O)[nH]c(=O)n2C (configuration not stated)	-1	5	-12	-4
33	COc1cc(S(=O)(=O)N2CCCCC2)ccc1NC(=O)c1ccccc1Cl	7	15	-3	7
34	COc1ccc(Cl)c2c1[nH]c1nc(SCc3cccnc3)nnc12	3	2	1	-4
35	Cc1ccc(-n2ncc3c2CCCC3NC(=O)CCn2ccnc2C)cc1C (configuration not stated)	2	-2	3	-6
36	COc1ccc(C(=O)CN(C(=O)c2ccc(Cl)cc2)N2C(=O)c3ccccc3C2=O)cc1	0	3	-1	6
37	COc1ccc(C2/C(=C(/O)c3cnn(-c4ccccc4)c3C)C(=O)C(=O)N2CCN(C)C)cc1OC (configuration not stated)	-1	-6	·	3
38	N#Cc1ccc(Cn2ccnc2C(=O)Nc2ccccc2)cc1	5	2	11	4
39	CC1(C)CC(=O)C(C=NCCN2CCN(C(=O)c3ccc(Br)cc3)CC2)=C(O)C1	3	-14	-1	21
40	Nc1ccc(N=Nc2ccccc2)c2cccnc12	-10	7	19	38

item	MPTP inh	hIAP activ	SENP1 FRET inh	PfGluPho inh
31	-0.2	1.1	-4	-3
32	-0.8	1.3	1	3
33	-0.6	1.2	-2	-1
34	0.5	1.3	-17	16
35	-0.1	1.4	0	21
36	-0.3	0.77	2	-10
37	0.6	·	-4	-1
38	0.5	1.2	1	18
39	1.2	1.1	-1	12
40	3.8	0.71	2	25

Further structures follow.
item	Structure	NR3A LBD binder	ATG4B inh	SENP6 inh	SENP8 block
41	COc1cc(/C=C2\SC(=Nc3ccc(O)cc3)NC2=O)cc(OC)c1O	13*	7	8	-24
42	C1=C(c2ccccc2)CCN(c2ncnc3nc[nH]c23)C1	0	-1	9	-24
43	CCC/C(=C1/c2ccccc2C(=O)N1c1ccccc1)c1ccc2[nH]ccc2c1	13*	10	-7	-95
44	Cc1ccc(S(=O)(=O)N(C)Cc2ccc(C(=O)N/N=C/c3ccc(OC(F)F)cc3OC(F)F)cc2)cc1	1	-15	-9	2
45	CC(C)NC(=O)c1onc(CSc2ccccn2)c1C(=O)NC(C)C	0	-4	4	14
46	O=c1c([N+](=O)[O-])cccn1Cc1ccc(F)cc1Cl	1	3	-3	11
47	CCCOc1ccc(N2C(=O)CC(N(CCc3ccccc3)C(=O)c3ccccc3)C2=O)cc1 (configuration not stated)	0	-1	4	17
48	Cc1cccc(-n2c(O)c(C=Nc3cccc(O)c3)c3ccccc3c2=O)n1	0	-9	-2	-6
49	COc1ccc(CCNC(=O)c2ccccc2NC(=O)C2=C(C)OCCS2)c(OC)c1	2	-9	20	0
50	CC1(C)Cc2c(sc3c2c(=N)n(Cc2ccco2)c(=O)n3Cc2ccc(F)cc2)CO1	1	-13	5	-35

item	MPTP inh	hIAP activ	SENP1 FRET inh	PfGluPho inh
41	-1.0	1	64	11
42	-0.5	1.2	-7	8
43	4.3	0.96	-3	-14
44	3.6	0.9	-2	-7
45	-0.6	0.88	2	17
46	-0.1	0.94	-4	-12
47	-1.0	0.99	4	0
48	1.3	1	-112	9
49	1.0	0.82	1	8
50	-1.0	1	-1	12

The results go on:
item	Structure	NR3A LBD binder	ATG4B inh	SENP6 inh	SENP8 block
51	O=C(CNCc1ccccc1)Nc1cccc(Cl)c1Cl	-1	3	-27	5
52	Cc1cc(C(=O)Nc2ccc(F)cc2C)cs1	2	16	2	16
53	C=CCSc1nncn1/N=C/c1ccc(OC)cc1	-1	1	-18	25
54	Cc1ccc(C(=O)NC2CCN(CCCC(=O)c3ccc(F)cc3)CC2)cc1	-2	-1	4	-22
55	O=C(O)c1ccccc1C(=O)Nc1ccc(S(=O)(=O)Nc2ccc(F)cc2)cc1	10*	6	27	11
56	CCCn1nnc(NCc2ccc(OCc3cccs3)c(OC)c2)n1	0	-7	0	15
57	COc1ccc(CNC(=O)[C@@H](NC(=O)C2CCN(S(=O)(=O)c3ccccc3)CC2)C(C)C)cc1	-2	-4	0	12
58	CCOC(=O)N1CCN(c2ncnc3c2cnn3-c2ccc(OC)cc2)CC1	-1	4	·	-151
59	CC(C)(C)CN1CCNC(=O)C1CC(=O)NCCc1ccccc1C(F)(F)F (configuration not stated)	-10	10	-2	-94
60	Cc1c(Nc2cc(Cl)c3nonc3c2[N+](=O)[O-])c(=O)n(-c2ccccc2)n1C	-1	-2	1	14
61	CCC(=O)N(Cc1cc(=O)[nH]c2ccccc12)c1cccc(C)c1	-1	-6	3	-17
62	CCCN1C(=O)C(=O)c2cc(Cl)ccc21	-2	6	-9	-12

item	MPTP inh	hIAP activ	SENP1 FRET inh	PfGluPho inh
51	-0.1	1.1	0	4
52	0.1	0.81	0	-7
53	-1.6	1.1	0	-10
54	2.9	1.1	0	-12
55	-0.1	1	1	-19
56	4.6	0.98	2	-17
57	-1.7	0.77	0	-1
58	-4.8	·	-8	4
59	1.0	0.98	-13	-5
60	0.0	0.91	-3	22
61	-2.5	1	-1	-1
62	0.2	0.93	-3	-1

Screening data as filed in PubChem BioAssay.
